Source: PubChem (IUPUI and University of Michigan)
ST2 IL33 inh = inhibitors of human ST2 (IL1RL1) binding to IL-33; 2.3% of 78,000 active; AlphaLISA ST2-Fc/biotin-IL-33 interaction, 1 h; inhibition, % for hits at 17 µM; Q01638; in the data active means inhibition above about 30%; inconclusive means mostly about 10% to 28%
Target sequence (Q01638 whole entry, looked up): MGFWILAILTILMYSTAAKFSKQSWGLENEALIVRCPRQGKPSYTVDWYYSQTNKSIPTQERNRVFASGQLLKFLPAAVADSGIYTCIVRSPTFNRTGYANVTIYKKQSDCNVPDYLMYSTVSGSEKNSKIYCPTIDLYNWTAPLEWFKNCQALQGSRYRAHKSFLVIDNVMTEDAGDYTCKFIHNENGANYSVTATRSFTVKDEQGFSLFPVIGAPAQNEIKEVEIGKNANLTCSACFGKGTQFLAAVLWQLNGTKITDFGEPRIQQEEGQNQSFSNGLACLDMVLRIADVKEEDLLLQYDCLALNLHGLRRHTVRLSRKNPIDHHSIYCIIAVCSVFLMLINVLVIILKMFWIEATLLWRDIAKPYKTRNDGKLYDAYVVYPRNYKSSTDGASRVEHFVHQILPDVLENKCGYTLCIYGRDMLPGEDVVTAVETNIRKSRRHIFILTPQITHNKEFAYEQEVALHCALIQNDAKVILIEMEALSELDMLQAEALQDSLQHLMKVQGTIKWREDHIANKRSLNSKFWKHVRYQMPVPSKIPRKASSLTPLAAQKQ
* = called active by the depositor; i = inactive; ? = inconclusive. A portion of the library; rates above refer to the full screens.

Compound | ST2 IL33 inh
CC(C)NC(C)C(O)c1ccc2c(c1)CCCC2 (centres undefined) | i
CSc1cccc(NC(=O)NC[C@H]2C[C@@H]3CCN2C[C@@H]3CN(C)Cc2ccccc2)c1 | i
C[N+](C)(C)CC#CCN1CCCC1=O | ?
Cn1nc(-c2ccc3ccccc3c2)cc1[C@H]1CN2CC[C@H]1C[C@@H]2CNC(=O)Nc1cccc(C#N)c1 | i
Cc1cccc(CN2CCN(Cc3ccccc3C)CC2)c1 | i
CC(=O)[C@H]1CC[C@H]2[C@@H]3CC[C@H]4C[C@](C)(O)CC[C@]4(C)[C@H]3CC[C@]12C | i
O=C(c1cccs1)C1CCCN(Cc2nc(-c3cnccn3)no2)C1 (centres undefined) | i
Cc1ccccc1N1CCN(Cc2ccc(F)c(Br)c2)CC1 | ?
Nc1nc(CNC2CCC3(CCNCC3)CC2)cs1 | i
C#C[C@H]1CN2CC[C@H]1C[C@@H]2CNS(=O)(=O)c1cccc(C#N)c1 | ?
COc1cccc(N2CCN(Cc3ccc([N+](=O)[O-])cc3)CC2)c1 | ?
O=C(c1cncnc1)N1C[C@@H]2C[C@H](C1)c1c(-c3ccc4ccccc4c3)ccc(=O)n1C2 | i

Compound | ST2 IL33 inh
Cc1ccccc1N1CCN(Cc2ccc(Br)cc2)CC1 | i
C#C[C@H]1CN2CC[C@H]1C[C@@H]2CNC(=S)NCC1CCCCC1 | i
Cn1nc(-c2ccc(F)cc2)cc1[C@H]1CN2CC[C@H]1C[C@@H]2CO | ?
NC1CC1c1ccccc1 (centres undefined) | i
CCN1CCC(NC2C3CC4CC(C3)CC2C4)CC1 (centres undefined) | i
Cn1nc(-c2ccccc2)cc1[C@H]1CN2CC[C@H]1C[C@@H]2CNC(=O)c1ccc2c(c1)OCO2 | i
COc1ccc(O)c(CN2CCN(C)CC2)c1 | i
CC1CN(C(C)(C)C)CCC1N(C)C (centres undefined) | i
CCC(CC)c1cc([C@H]2CN3CC[C@H]2C[C@@H]3CNC(=O)COc2ccccc2)nc(-c2ccncc2)n1 | ?
Cc1nc(-c2ccc(C(F)(F)F)cc2)cc([C@H]2CN3CC[C@H]2C[C@@H]3CNC(=O)C2CC2)n1 | ?
c1ccc(CNc2c3c(nc4ccccc24)CCC3)cc1 | ?
COc1ccc(CN2CCN(c3cccc(Cl)c3)CC2)cc1OC | i

Compound | ST2 IL33 inh
CS(=O)(=O)N1C[C@@H]2C[C@H](C1)c1ccc(-c3cccc(C(F)(F)F)c3)c(=O)n1C2 | i
CCOc1ccccc1CN1CCN(c2ccccc2F)CC1 | ?
CCCn1ccnc1CN1CCN(C(C)C)C(C)C1 (centres undefined) | ?
O=C(NC1CC1)[C@H]1CN2CC[C@H]1C[C@@H]2Cn1cc(-c2ccc(-c3ccccc3)cc2)nn1 | i
CCC1(CC)C(=O)NC(=O)N(Cc2ccccc2)C1=O | i
CCNC(=O)NC[C@H]1C[C@@H]2CCN1C[C@@H]2c1cc(-c2cccs2)nn1C | i
Cc1ccccc1-c1ccc2n(c1=O)C[C@H]1C[C@@H]2CN(C(=O)c2cccs2)C1 | ?
COC(=O)C1=CCCN(C)C1 | i
Cc1c(C(=O)N2CCC3(CC2)OCCO3)oc2ccc(S(=O)(=O)N3CC(C)CC(C)C3)cc12 (centres undefined) | i
O=C(C1CCCCC1)N1C[C@@H]2C[C@H](C1)c1ccc(C3CCCCC3)c(=O)n1C2 | i
O=[N+]([O-])c1ccc(N2CCN(Cc3ccc(O)cc3)CC2)cc1 | i
Cc1nnc(N2CCN(C)CC2)[nH]c1=O | i

Compound | ST2 IL33 inh
CC(C)SCC(=O)N1CCN2CCN(C)CC2C1 (centres undefined) | ?
NCCc1c[nH]c2ccc(O)cc12 | ?
CC(C)(C)c1o[nH]c(=O)c1CC(N)C(=O)O (centres undefined) | i
NCCc1nc(N)n[nH]1 | i
CC1(C)Cc2c(C#N)c(N3CCNCC3)nc(Cc3ccccc3)c2CO1 | ?
O=C(Nc1ccccc1)[C@H]1CN2CC[C@H]1C[C@@H]2Cn1cc(CC2CCCCC2)nn1 | i
S=C(NCCN1CCOCC1)NC[C@H]1C[C@@H]2CCN1C[C@@H]2CN1CCN(c2ncccn2)CC1 | i
CC[C@H]1CN2CC[C@H]1C[C@@H]2CNC(=O)Nc1ccc(Br)cc1 | i
Cc1ccc(C(=O)NC[C@H]2C[C@@H]3CCN2C[C@@H]3c2cc(-c3ccccc3)nn2C)cc1 | i
CC(=O)OC[C@]12CCC(C)=C[C@H]1O[C@@H]1[C@H](O)[C@@H](OC(C)=O)[C@@]2(C)[C@]12CO2 | i
O=C(c1ccccc1)N1C[C@@H]2C[C@H](C1)c1c(/C=C/c3ccc(Cl)cc3)ccc(=O)n1C2 | i
c1ccc(CCCN2CCN(CCOC(c3ccccc3)c3ccccc3)CC2)cc1 | i

Compound | ST2 IL33 inh
COc1ccc(CNC[C@H]2C[C@@H]3CCN2C[C@@H]3c2cc(-c3ccc(F)cc3)nn2C)cc1 | i
CN(C)c1ccc(N2CCNCC2)c([N+](=O)[O-])c1 | i
CCCCc1cn(C[C@H]2CC3CCN2C[C@@H]3C(=O)NCc2ccccc2)nn1 (some centres undefined) | i
COc1cccc(CN2CCN(c3ccc(F)cc3)CC2)c1OC | i
Cc1[nH]c2ccccc2c1CCN | ?
COCCC(=O)N1C[C@@H]2C[C@H](C1)c1ccc(NC(=O)C3CCCCC3)c(=O)n1C2 | i
COc1ccccc1NC(=O)CN1C(=O)C(C)N=C(c2ccccc2)c2ccccc21 (centres undefined) | i
COc1ccccc1N1CCN(Cc2ccccc2[N+](=O)[O-])CC1 | ?
O=C(Cc1ccccc1)Oc1ccc(N2C(=O)C3CCCCC3C2=O)cc1 (centres undefined) | i
CSCc1noc(CNC(C)Cc2ccccc2F)n1 (centres undefined) | i
O=C(NCc1cccnc1)[C@H]1CN2CC[C@H]1C[C@@H]2Cn1cc(-c2ccccc2)nn1 | i
O=c1c2ccccc2nc(/C=C/c2ccc(O)cc2)n1-c1ccccc1[N+](=O)[O-] | ?

Compound | ST2 IL33 inh
Cc1[nH]c2ccc(Br)cc2c1CCN | ?
COC1C(O)C(C)OC(OC2C(CO)O[C@@H](O[C@@H]3CC4CCC5C(CC[C@]6(C)[C@@H](C7=CC(=O)OC7)CC[C@]56O)[C@@]4(C)[C@H](O)C3)C(O)C2O)C1O (some centres undefined) | i
O=C(Nc1nc2ccccc2s1)c1cccn(Cc2ccc(Br)cc2)c1=O | i
Cn1nc(C2CCCC2)cc1[C@H]1CN2CC[C@H]1C[C@@H]2CNC(=O)Nc1ccccc1 | i
CN=C(C)c1c(O)n(C)c(=O)n(C)c1=O | i
CC[C@H]1CN2CC[C@H]1C[C@@H]2CNC(=S)Nc1cccc(SC)c1 | i
O=C(NC1CCCCC1)[C@H]1CN2CCC1C[C@@H]2Cn1cc(CO)nn1 (some centres undefined) | ?
CC(=O)NCCNC(=O)[C@H]1CN2CCC1C[C@@H]2Cn1cc(C(C)(C)C)nn1 (some centres undefined) | i
CC(C)Cn1cc(C(=O)N2CCC3(CC2)OCCO3)c2c3ccccc3n(C)c2c1=O | i
CN1C(=O)C2(CCN(Cc3ccc(-c4ccn[nH]4)o3)CC2)c2ccccc21 | i
O=C(c1ccc(Cl)cc1)N1CCOCC1 | i
CN1CCN(Cc2ccco2)CC1 | i

Compound | ST2 IL33 inh
CC(=O)c1ccc(NC(=O)NC[C@H]2C[C@@H]3CCN2C[C@@H]3CN2CCN(c3ncccn3)CC2)cc1 | ?
CCN1CCN(Cc2ccccc2C)CC1 | i
Clc1cccc(CN2CCN(Cc3ccc4c(c3)OCO4)CC2)c1 | i
O=C(Nc1ccc(=O)n2c1[C@@H]1C[C@@H](CN(S(=O)(=O)c3ccccc3)C1)C2)c1ccco1 | i
N#CC1=C(N)Oc2n[nH]c(-c3ccc(F)cc3)c2C1c1ccc(F)cc1 (centres undefined) | 32.0%*
CSc1cccc(NC(=O)NC[C@H]2C[C@@H]3CCN2C[C@@H]3CN2CCN(c3ncccn3)CC2)c1 | ?
CC(C)NC(=O)OC[C@H]1C[C@@H]2CCN1C[C@@H]2c1cc(-c2ccccc2)nn1C | ?
O=c1oc2ccccc2c(O)c1C(c1cccc(O)c1)c1c(O)c2ccccc2oc1=O | i
O=C(CNS(=O)(=O)c1cccs1)N1CCC2(CC1)OCCO2 | i
CC[C@H]1CN2CC[C@H]1C[C@@H]2CNC(=O)c1ccc2ccccc2c1 | ?
CCN1CCN(Cc2cccc(Br)c2)CC1 | i
CCC(C)(C#N)O[C@@H]1O[C@H](CO)[C@@H](O)[C@H](O)[C@H]1O (some centres undefined) | i

Compound | ST2 IL33 inh
CC(=O)c1ccc(N2CCN(Cc3cccc(Br)c3)CC2)cc1 | i
c1cnc2c(C3NCCc4[nH]cnc43)cnn2c1 (centres undefined) | i
c1cncc(CN2CCCCCC2)c1 | i
CS(=O)(=O)c1ccc(CN2CCCC(C(=O)c3ccccn3)C2)cc1 (centres undefined) | ?
CN1C(=O)c2ccccc2Sc2ccc(C(=O)N3CCC4(CC3)OCCO4)cc21 | i
CCOc1ccccc1C1N(c2ccccn2)C(=O)C2CCCN21 (centres undefined) | ?
N#Cc1c(N)[n+]([O-])c2ccccc2[n+]1[O-] | ?
C=C[C@H]1CN2CC[C@H]1C[C@@H]2CNC(=O)Nc1cccc(C(F)(F)F)c1 | ?
Fc1ccccc1N1CCN(Cc2ccccc2Cl)CC1 | i
O=C(NCc1ccccc1)[C@H]1CN2CCC1C[C@@H]2Cn1cc(C2(O)CCCCC2)nn1 (some centres undefined) | i
O=C(O)c1cccc2nc3ccccc3nc12 | ?
Cc1ccccc1N1CCN(Cc2ccc(Cl)cc2)CC1 | i

Arranged by SMILES length (highest first): three of the compounds above
Compound | ST2 IL33 inh
C=C[C@H]1CN2CC[C@H]1C[C@@H]2CNC(=O)Nc1cccc(C(F)(F)F)c1 | ?
CCOc1ccccc1C1N(c2ccccn2)C(=O)C2CCCN21 (centres undefined) | ?
c1cncc(CN2CCCCCC2)c1 | i

Further structures follow:
Compound | ST2 IL33 inh
COc1ccc(C(O)(C(=O)O)c2ccc(OC)cc2)cc1 | ?
COc1cc2c(cc1OC)[C@@]13CCN4CC5=CCO[C@H]6CC(=O)N2[C@H]1[C@H]6[C@H]5C[C@H]43 | i
O=C(c1ccco1)N1C[C@@H]2C[C@H](C1)c1c(-c3cccnc3)ccc(=O)n1C2 | ?
Cc1ccccc1N1CCN(Cc2ccccc2)CC1 | i
O=C(NC[C@H]1C[C@@H]2CCN1C[C@@H]2CN1CCN(c2ncccn2)CC1)c1ccc(C(F)(F)F)cc1 | i
CCN1CCN(Cc2cccc(F)c2)CC1 | ?
C#C[C@H]1CN2CC[C@H]1C[C@@H]2CNC(=O)Nc1cccc(C#N)c1 | i
COc1ccc(CN2CCN(c3ccccc3OC)CC2)cc1C | ?
CCCc1nc2ccccc2c(=O)n1-c1ccc(OC)cc1 | i
COc1cccc([C@@H]2CCN(Cc3cn(C)c4ccccc34)C[C@H]2O)c1 | ?
CC(=O)c1ccc(NC(=O)C(Cl)(Cl)Cl)cc1 | i
COCc1cn(C[C@H]2CC3CCN2C[C@@H]3C(=O)NCc2ccc3c(c2)OCO3)nn1 (some centres undefined) | i

Reprinted at random: five entries already listed, in no set order.
Compound | ST2 IL33 inh
CC(=O)c1ccc(NC(=O)C(Cl)(Cl)Cl)cc1 | i
O=C(c1ccco1)N1C[C@@H]2C[C@H](C1)c1c(-c3cccnc3)ccc(=O)n1C2 | ?
COCc1cn(C[C@H]2CC3CCN2C[C@@H]3C(=O)NCc2ccc3c(c2)OCO3)nn1 (some centres undefined) | i
COc1ccc(CN2CCN(c3ccccc3OC)CC2)cc1C | ?
COc1cccc([C@@H]2CCN(Cc3cn(C)c4ccccc34)C[C@H]2O)c1 | ?

Additional results
Compound | ST2 IL33 inh
CC(NC(=O)c1cn(Cc2ccc(F)cc2)nn1)c1ccccc1Cl (centres undefined) | ?
CO[C@@H]1[C@@H](O)[C@@H](O[C@H]2CC[C@]3(C=O)C4CC[C@]5(C)[C@@H](C6=CC(=O)OC6)CC[C@]5(O)[C@@H]4CC[C@H]3C2)O[C@@H](C)[C@H]1O[C@@H]1O[C@H](CO[C@@H]2O[C@H](CO)[C@@H](O)[C@H](O)[C@H]2O)[C@@H](O)[C@H](O)[C@H]1O (some centres undefined) | ?
S=C(NC[C@H]1C[C@@H]2CCN1C[C@@H]2CN1CCCC1)Nc1ccc(-n2cccn2)cc1 | i
COc1ccc(OC)c(S(=O)(=O)NC[C@H]2C[C@@H]3CCN2C[C@@H]3c2cc(-c3ccccc3)nn2C)c1 | i
C[N+]1(C)CCOC(O)(c2ccc(-c3ccc(C4(O)C[N+](C)(C)CCO4)cc3)cc2)C1 (centres undefined) | i
CN1CCN(c2ccc(F)cc2[N+](=O)[O-])CC1 | i
Cc1cc(NC(=O)c2cccn(Cc3cccc(Cl)c3)c2=O)no1 | i
O=C(Nc1ccccc1)Oc1ccccc1 | i
O=C(Nc1ccc(=O)n2c1[C@@H]1C[C@@H](CN(S(=O)(=O)c3ccccc3)C1)C2)c1cncnc1 | ?
CCOc1ccc(CN2CCC3(CC2)C(=O)N(C)c2ccccc23)cc1CO | i
COCC(=O)N1CCCN(C)C2(CCN(C)CC2)C1 | i
CC1(C)[C@H]2CC=C(CN3CCC(O)CC3)[C@@H]1C2 | i

Compound | ST2 IL33 inh
Oc1ccc(CN2CCN(c3ccccc3)CC2)cc1 | ?
CC(C)(C)c1ccc(OCCNc2ccc([N+](=O)[O-])c3cccnc23)cc1 | 55.0%*
CCN(C)CCc1c[nH]c2ccc(OC)cc12 | ?
CC(=O)Nc1ccc2n(c1=O)C[C@H]1C[C@@H]2CN(C(=O)COc2ccccc2)C1 | i
COc1cccc(CCNC2C3CC4CC(C3)CC2C4)c1 (centres undefined) | i
Cc1nc(-c2ccccc2)cc([C@H]2CN3CC[C@H]2C[C@@H]3CNC(=O)N2CCOCC2)n1 | i
